From PubChem
Pf apPOL inh = Pf-apPOL inhibitors, biochemical, fluorescence; actives 0.25% (n = 210,000); inhibition, % at 10 µM; AID 1794808, 2022; Plasmodium falciparum apicoplast DNA polymerase (apPOL); Recombinant Pf-apPOL, molecular beacon fluorescence, 1.5 h
mHTT CaM bind = mutant huntingtin-calmodulin interaction inhibitors – biochemical, AlphaScreen, primary screen. P42858. AlphaScreen His-mHTT/GST-CaM binding, luminescence. inhibition, % at 15 µM. actives 3.6% (n = 190,000). AID 1671202, 2021;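 further: 0% = both proteins with DMSO and 100% = one protein alone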
An asterisk follows results filed as active; i = inactive; / = not tested or not shown; & = joins results of further samples. No stated cut-off is given here; in the data, active means inhibition above about 50%; inactive means the rest. Rows were taken by chance; any-hit rate near 3.7%.

SMILES	Pf apPOL inh	mHTT CaM bind
COc1ccc(N2CC(C(=O)NCc3cccc(C(F)(F)F)c3)CC2=O)cc1 (stereo not drawn)	-8	-2
COc1ccc(NC(=O)Cn2cnc([N+](=O)[O-])n2)c(OC)c1	-2&17	1&-2
C=CCCN(Cc1ccccc1)S(=O)(=O)c1cc(Br)ccc1Br	-2	-75
c1ccc(CNc2ncnc3c2c(-c2ccccc2)cn3-c2ccccc2)cc1	25	27
COc1cccc(CNC(=O)C2c3ccccc3CC(=O)N2C)c1OC (stereo not drawn)	4	-3
Cc1cc(C(=O)N2CCN(Cc3nc4ccccc4[nH]3)CC2)c(C)o1	-11	-7
Cc1onc(-c2ccccc2)c1CNS(=O)(=O)c1ccc(-c2ccccn2)s1	-8	/
Cc1ccc(NC(=O)c2ccc(F)c(S(=O)(=O)NC3CCCCCC3)c2)cc1F	4	13
COc1ccccc1N1CCN(C(=O)c2ccc(Cl)c(Cl)c2)C(C)C1=O (stereo not drawn)	-6	14
COc1cc(S(=O)(=O)NCCNc2cc(N3CCOCC3)nc(C)n2)c(C)cc1C	-6	-9
COc1ccc(C)cc1NC(=O)C1CCc2nc(N3CCC(C)CC3)ncc2C1 (stereo not drawn)	-4	-4
Cc1ccc(C(=O)NCc2nn(C)c3ccccc23)cc1	-3	2
CCC(C)Nc1nc(OC)nc(N(C#N)CC(=O)N(c2ccccc2)C(C)C)n1 (stereo not drawn)	-2	29
O=C1CC(c2cccs2)CC2=C1C(c1ccccc1F)Nc1ccccc1N2 (stereo not drawn)	-1	7
CCOC(=O)NNC(=S)NC1CC2C=CC1C2 (stereo not drawn)	-3	/
O=C(NCCCNc1ccc([N+](=O)[O-])cc1)c1ccccc1Cl	0	6
Cc1ccc(-c2csc(/C(C#N)=C/c3cccs3)n2)cc1	-108	5
CCCCCCCCCCSc1nc2c(c(=O)[nH]c(=O)n2C)n1CCCC	/	-6
CC1=NN(c2ccccc2)C(=O)C1=CN1CCC(C)CC1	-1	-1
Cc1cccc(CNC(=O)c2cc3n(n2)CCCN(Cc2cccc(F)c2)C3=O)c1	3	-3
CCOc1ccc(/C=C2\N=C(SC)SC2=O)cc1	-42	3
CC(C)C[C@H]1COc2cc(Br)ccc2S(=O)(=O)N1Cc1ccc(F)cc1F	0	7
CC(=O)c1ccc(NC(=O)c2noc3c2CC(C(C)(C)C)CC3)cc1 (stereo not drawn)	-2	-3
Cn1cc(CC(=O)Nc2ccc(C(F)(F)F)cc2)c2ccccc21	-2	2
Cc1ccc(C(=O)NC(NC(=O)c2ccc(Cl)cc2)C(Cl)Cl)cc1 (stereo not drawn)	10	2
O=C(Nc1cccc(Cl)c1Cl)C1CC(=O)N(Cc2ccccc2)C1 (stereo not drawn)	-48	0
Cc1[nH]c2ccccc2c1C=NCCc1ccncc1	-2	-1
COc1ccc(OC)c(S(=O)(=O)N2CCC(Cc3ccccc3)CC2)c1	-3	36
C1CCCC(NCCN2CCCCC2)CC1	-3	-10
CCOc1cccc(C(=O)Nc2cccc(-c3nc4ccccc4[nH]3)c2C)c1	-13&-9	1&0
CCC(Sc1nc(=O)cc(N)n1-c1ccccc1)C(=O)O (stereo not drawn)	5	6
CC1CC(C)CN(C(=O)c2ccc3c(=O)n(CCC4=CCCCC4)c(=S)[nH]c3c2)C1 (stereo not drawn)	-8	-2
O=[N+]([O-])c1ccc(-c2nc3nc4ccccc4nc3n2CCCN2CCOCC2)cc1	-6	-14
N#Cc1cnc2c(-c3cccc(Br)c3)cnn2c1N	-3	-3
CCOc1ccc(S(=O)(=O)NC2CCCC2)c2cccnc12	-7	0
O=S(=O)(NCC(O)c1ccc(C(F)(F)F)cc1)c1ccc2c(c1)CCCC2 (stereo not drawn)	-2	100*
N#CNC(N)=Nc1cc(Cl)ccc1Cl	4	/
Cc1ccc(S(=O)(=O)N2CCCC(C)(C(=O)NCc3cccc(F)c3)C2)cc1 (stereo not drawn)	-5	-2
Cc1onc(-c2ccccc2Cl)c1C(=O)Nc1ncc([N+](=O)[O-])s1	1	14
Cc1cc(OC(=O)Cc2cccc3ccccc23)c([N+](=O)[O-])c(=O)[nH]1	-11	1

Entries of single compounds as entered above:
CCOc1ccc(S(=O)(=O)NC2CCCC2)c2cccnc12 in the list: Pf apPOL inh: -7; mHTT CaM bind: 0
Cc1ccc(S(=O)(=O)N2CCCC(C)(C(=O)NCc3cccc(F)c3)C2)cc1 (stereo not drawn) in the list: Pf apPOL inh: -5; mHTT CaM bind: -2
N#CNC(N)=Nc1cc(Cl)ccc1Cl in the list: Pf apPOL inh: 4; mHTT CaM bind: /

The list goes on.
SMILES	Pf apPOL inh	mHTT CaM bind
CCOc1c(C)cnc2c1c(=O)n(Cc1ccc(C(=O)OC)o1)c(=O)n2C	4	-3
COc1ccc(C(=O)NC(c2ccc([N+](=O)[O-])cc2)c2cc(Cl)c3cccnc3c2O)cc1 (stereo not drawn)	-12	14
COc1cccc(-n2cc(C(=O)NC(C)C(=O)O)c3ccccc3c2=O)c1 (stereo not drawn)	0	-3
Cc1ccc(-c2csc3c(=O)n(CC(=O)Nc4ccc(C)cc4C)cnc23)cc1	0	-7
CC(C)(C)c1ccc(S(=O)(=O)CCc2ccccn2)cc1	0	-7
COc1ccc(NC(=O)CCC(=O)O)c(OC)c1	-3	3
CC(=O)Nc1cccc(OCC(=O)Nc2ccc(Cl)c(Cl)c2)c1	-4	-6
OC12CC(C3COC1O3)n1c(nc3ccccc31)CO2 (stereo not drawn)	/	-6
COc1ccc(NC(=O)Nc2nc3ccc(SC)cc3s2)cc1OC	2	-6
O=C(COc1ccc(Br)cc1)Nc1cccc([N+](=O)[O-])c1	-8	9
Cc1ccc(-c2cc(C(F)(F)F)n3ncc(C(=O)NCc4ccc5c(c4)OCO5)c3n2)cc1	-1	0
CCc1nc2c(c(=O)n1CC(=O)Nc1ccccc1)CN(Cc1ccccc1)CC2	0	-3
CCC(C(=O)N1CCC(Cc2nnc(-c3ccccc3)o2)CC1)c1ccccc1 (stereo not drawn)	-2	7
COc1cc(C2=N/C(=C\c3ccc(OC)c(OC)c3OC)C(=O)O2)cc(OC)c1OC	-2	0
COc1ccc(N2CCN(C(=O)c3noc4c3CCCCC4)CC2)cc1	1	22
CN1C(=O)C2CCCCN2c2ccc(C(=O)NCCCN3CCCC3)cc21 (stereo not drawn)	-1	1
COCCn1cc2c3c(cccc31)CN(C(=O)c1cccc(C(F)(F)F)c1)CC2	-5	70*
COc1ccc(NC(=O)CCNS(=O)(=O)c2ccccc2)cc1	-4	-6
Fc1ccc(C2Oc3ccccc3C3=C2C(c2ccc(F)cc2)n2ncnc2N3)cc1 (stereo not drawn)	-6	6
COCCn1c(C)c(C)n2c3c(=O)n(CC(=O)c4ccc(F)cc4)c(=O)n(C)c3nc12	0	-11
Cc1ccc2nc(-c3cccc(NC(=O)C(C)C)c3)oc2c1	-8	4
CN(C)C(=O)c1cc2c(s1)CCC(C(=O)N1CCN(c3ccccc3F)CC1)C2 (stereo not drawn)	-2	5
Cc1ccnc(NC(=O)c2ccc(-c3nc(-c4ccccc4)no3)cc2)c1	-3	-5
O=C(Cc1cccs1)NCCn1nc(-c2ccncc2)ccc1=O	2	6
Cc1ccccc1NC(=O)NCC1CCCO1 (stereo not drawn)	3	1
COc1cccc(NC(=O)COc2c(C)ccc(C)c2C)c1	-5	-29
Cc1cccc(C2C3=C(CCCC3=O)Nc3nc(-c4ccc(O)cc4)nn32)c1 (stereo not drawn)	1	45
O=C1CCSCC(C(=O)N2CCC(O)CC2)N1 (stereo not drawn)	-3	-1
OC1(C(F)(F)F)CC(c2nccs2)=NN1 (stereo not drawn)	-4	/
CC1=CN2C(=NC(=O)CC2(C)C(=O)NCC2COc3ccccc3O2)C=C1 (stereo not drawn)	-4	-12
CCCc1ccc(S(=O)(=O)N2CC=C(c3cn(C)c4ncccc34)CC2)cc1	-3	12
Cc1ccc(N2C(=O)CC(NCCc3ccccc3)C2=O)cc1Cl (stereo not drawn)	-4	2
Cc1ccccc1CS(=O)(=O)CCC(=O)NCc1ccccn1	-14	9
COc1ccccc1NCC(=O)NN	43	3
Cc1cccc(NC(=O)COc2cc(C)c(Cl)c(C)c2)n1	-1	-2
CCOc1c(Br)cc(/C=C2\NC(=O)N(Cc3ccccc3F)C2=O)cc1OC	-5	-4
Cc1ccc(Nc2nc(-c3ccccc3)cs2)cc1C	-8	73*
CCN(CC)S(=O)(=O)c1ccc(C(=O)Nc2c3c(nn2C(C)(C)C)CSC3)cc1	10	27
O=S(=O)(NC1(c2nc(-c3ccsc3)no2)CCCCC1)c1ccc2c(c1)OCCO2	5	-8
COc1ccc(C)cc1NC(=O)c1c(-c2c(Cl)cccc2Cl)noc1C	4	6
O=C1C2CC=C(Cl)CC2C(=O)N1c1c[nH]c(=O)[nH]c1=O (stereo not drawn)	4	0
CSC(=CC(=O)c1cccs1)SC	-8	/
COC(=O)c1cccc(NC(=O)N2CCC(c3cc(-c4cccc(OC)c4)n[nH]3)CC2)c1	-3	30
CN(C)CCNC(=O)CC12CC3CC(C1)CC(c1ccccc1)(C3)C2	-2	64*
COc1ccc(/C(C#N)=C/c2cccc(O)c2)cc1OC	-8	-21
Cc1cc2[nH]c(C(=O)Nc3ccccc3Br)c(CN(C)C)c2s1	2	9
CCC(C)C1N=C2c3ccccc3N=C(SCC(=O)NCc3ccc(C)cc3)N2C1=O (stereo not drawn)	-2	3
O=C(c1cccs1)N1CCN(c2nnc3ccc(Cl)cn23)CC1	1	-3
Clc1ccccc1N1CCN(C/C=C/c2ccccc2)CC1	-2	62*
S=C1NCCCN1C1CCCCC1	0	/
Cc1ccc(CN2C(=O)C(=O)c3cc(Cl)ccc32)cc1	-7	62*
CC12CCC(=O)C=C1CCC1(C)C2(C)CCC2(C)C(C(=O)CO)CCC21C (stereo not drawn)	/	11
COC(=O)Nc1nc(CC(=O)N2CCN(c3cc(Cl)ccc3C)CC2)cs1	-22	8
COc1ccccc1NC(=O)C1(C)Oc2cccnc2NC1=O (stereo not drawn)	-6	2
CCN(CC)Cc1c(O)ccc2cc(-c3nc4ccccc4[nH]3)c(=O)oc12	-8	-5
CCCCN(C)C(=O)c1ccc(-c2ccnc(N3CCCCC3)n2)cc1	0	-25

The list goes on:
SMILES	Pf apPOL inh	mHTT CaM bind
CCCC1CCC2(CC1)CC[C@@H]2OC(=S)Nc1cccc(I)c1 (stereo partly drawn)	0	-10
C#CCOc1c(Br)cc(/C=C2\C(=O)ON=C2C)cc1OC	0	12
CC1=NS(=O)(=O)c2ccccc2N1Cc1cccc(Cl)c1	-3	-6
COc1ccc(CNS(=O)(=O)c2ccc(F)c(C(=O)Nc3ccc(F)c(Cl)c3)c2)cc1	-9	3
O=C1S/C(=C\c2ccc(O)c([N+](=O)[O-])c2)C(=O)N1c1ccccc1	-7	18
CC(=O)NCC(=O)N(Cc1cccs1)C1(C(=O)NC2CCCC2)CCCCC1	-4	12
O=C(c1cccc(F)c1)N1CCN(c2nc(CN3CCCCC3)cs2)CC1	-3	4
CCc1onc(C)c1C1CCCN1Cc1cn(C)c2ccc(OC)cc12 (stereo not drawn)	-4	17
COC(=O)/C=C/c1ccccc1S(=O)(=O)N(CCC(=O)OC)Cc1ccccc1	48	-1
CC(C)(C)c1ccc(C(=O)N2CCCC2C(=O)NCc2csc(-c3ccccc3)n2)cc1 (stereo not drawn)	-2	21
O=C(c1sc2c3ccccc3nc[n+]2c1O)C(F)(F)F	-5	17
O=C1NC(=O)c2cc(NC(=O)C3CCCN3S(=O)(=O)c3ccc(Cl)cc3)ccc21 (stereo not drawn)	-3	25
N/C(=N\OC(=O)c1ccccc1F)c1ccc(Br)cc1	-3	i
CCC(C(=O)Nc1ccccc1NC(C)=O)c1ccccc1 (stereo not drawn)	-8	-5
O=C1N/C(=C\c2ccc(Cl)cc2)C(=O)N1Cc1ccc(Cl)cc1	0	-4
CCN(CC)c1nc(-c2cccc(C)c2)nnc1C	4	12

Reformatted with values under each structure: part of the list above.
Fields – Pf apPOL inh	mHTT CaM bind
CC(C)(C)c1ccc(C(=O)N2CCCC2C(=O)NCc2csc(-c3ccccc3)n2)cc1 (stereo not drawn)
    -2	21
O=C(c1sc2c3ccccc3nc[n+]2c1O)C(F)(F)F
    -5	17

Next results
SMILES	Pf apPOL inh	mHTT CaM bind
COc1cc(SC)ccc1C(=O)Nc1ccc(Br)cc1	-1	-4
CC(C)C(=O)Nc1ccc(C2(C(=O)N3CCN(c4ccc(F)cc4)CC3)CCC2)cc1	4	36
Cc1oc(C2CCN(C(=O)Cc3cccs3)CC2)nc1C(=O)N1CCSCC1	3	-6
CC1CN(c2ccc([N+](=O)[O-])cc2C2Oc3[nH]c(=O)[nH]c(=O)c32)CC(C)O1 (stereo not drawn)	-5	4
O=C(O)CCCC(=O)Nc1cccc(Cl)c1Cl	-2	-3
Cc1nc2ccccc2c(=O)n1-c1ccc(N2CCOCC2)c(C(F)(F)F)c1	-8	-3
FC(F)Oc1ccccc1C1CC(c2ccc(Br)cc2)Nc2ncnn21 (stereo not drawn)	-8	25
O=C(Nc1nnc(Br)s1)c1ccco1	1	-4
CN(CC(=O)Nc1ccc2c(c1)OCCO2)S(=O)(=O)c1ccc(Br)s1	0	2

Single entries from the list.
O=C(Nc1nnc(Br)s1)c1ccco1 in Pf apPOL inh → 1
Cc1oc(C2CCN(C(=O)Cc3cccs3)CC2)nc1C(=O)N1CCSCC1 in Pf apPOL inh → 3
CC(C)C(=O)Nc1ccc(C2(C(=O)N3CCN(c4ccc(F)cc4)CC3)CCC2)cc1 in Pf apPOL inh → 4
FC(F)Oc1ccccc1C1CC(c2ccc(Br)cc2)Nc2ncnn21 (stereo not drawn) in Pf apPOL inh → -8
